KB-3-1 cytotox: KB-3-1 parental cell cytotoxicity. KB-3-1 viability, CellTiter-Glo ATP luminescence, 72 h. Potency, µM (top dose mostly 46.1 µM), for inactives: at the highest dose activity change, negative = cytotoxic, actives largely listed as cytotoxic. 400,000 tested, 1.4% active. AID 1347075; further: nearly all actives have a fitted effect of over 60% in size
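Parental KB-3-1 viability, qHTS format: 72 h compound exposure, 37 °C; CellTiter-Glo; media-only wells and DMSO plates as controls; concentration-effect fits on corrected data.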
KB-V1 MDR tox: kills drug-selected multidrug resistant KB-V1 cells; KB-V1 MDR cells viability, CellTiter-Glo, 72 h; Potency, µM (series often up to 46.1 µM), inactives show top-dose activity change, negative = cytotoxicity, most hits filed as cytotoxic; 400,000 tested, 3.4% active; further: nearly all actives have a fitted effect of over 60% in size
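Compound-treated KB-V1 multidrug-resistant cells, 72 h, 37 degrees C; viability by CellTiter-Glo. Fitted qHTS curves give the values.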
Numbers without * were called inactive; i = inactive; ? = inconclusive; & = joins results of further samples. The call rests on the fitted dose curve; in most records, active means well fitted cell-killing curve with a large enough effect; inconclusive means small, poorly fitted or top-dose-only effect, or effect the other way; inactive means flat fitted curve, though single readings scatter. On the % scale 0 is the no-effect control and ±100 the full control effect; potency means the concentration at half of the fitted maximal effect. An excerpt (hit frequency here may not be typical).

Sample of the layout, 4 compounds:
Structure | KB-V1 MDR tox | KB-3-1 cytotox
Cc1ccn2c(=O)cc(COc3ccc(NC(=O)COc4ccc(C)c(C)c4)cc3)nc2c1 | 0% | 0%
CCOC(=O)CSc1nc2cc(OC)c(OC)cc2cc1C#N | ? | ?
CCOc1ccc(C(=O)Nc2ccc(-c3nc4ccccc4o3)cc2)cc1[N+](=O)[O-] | ? | 8%
O=C1Cc2cc(S(=O)(=O)Nc3cccc(C(F)(F)F)c3)cc3c2N1CCC3 | 20% | 34%

The listing, repeating the preview:
Structure | KB-V1 MDR tox | KB-3-1 cytotox
Cc1ccn2c(=O)cc(COc3ccc(NC(=O)COc4ccc(C)c(C)c4)cc3)nc2c1 | 0% | 0%
CCOC(=O)CSc1nc2cc(OC)c(OC)cc2cc1C#N | ? | ?
CCOc1ccc(C(=O)Nc2ccc(-c3nc4ccccc4o3)cc2)cc1[N+](=O)[O-] | ? | 8%
O=C1Cc2cc(S(=O)(=O)Nc3cccc(C(F)(F)F)c3)cc3c2N1CCC3 | 20% | 34%
CC(=O)N1CCN(c2ccc(NS(=O)(=O)c3ccc4c(c3)CC(=O)N4)cc2)CC1 | i | ?
Cc1cc(O)c(C(c2cccc(Cl)c2)N2CCN(c3ccccc3)CC2)c(=O)n1Cc1ccco1 (stereo unspecified) | 12% | -13%
CC(=O)NC1=CC(=O)c2nonc2C1=O | 0% | 5.2µM*
COc1ccc(/C=C2/C=Cc3ccccc32)cc1 | -14% | -14%
Cc1cccc(OCC(=O)NCc2ccc3c(c2)CCN3C(=O)c2ccc(Cl)cc2)c1 | 5% | 14%
COc1ccc(OC)c(/C=C/c2cc3ccccc3c[n+]2C)c1 | -1% | ?
CCc1ccc(CNC(=O)c2c3c(nc4ccccc24)C(=O)N(C2CCCCC2)C3)cc1 | 13µM* | 0%
COc1ccccc1/C=C/c1ccnc2ccccc12 | 16% | -12%
CCOC(=O)C1CCN(C(c2cccc(F)c2)c2c(O)cc(C)n(CCOC)c2=O)CC1 (stereo unspecified) | 10% | 10%
O=C(C[n+]1ccccc1Cl)c1ccc(F)cc1 | -3% | 9%
Cc1ccc(C(=O)N2CCN(c3cccc(Cl)c3)CC2)cc1-n1c(C)nc2cccnc21 | -21% | -18%
CCS(=O)(=O)N1CC(=O)N(c2ccc(Cl)cc2C)C(C)(C(=O)NC2CCCCC2)C1 (stereo unspecified) | 11% | -1%
CCCCCC1CCNCC1 | 4% | -26%
CCOC(=O)c1cc(-c2ccccc2)n(CCC(=O)NCCc2cccc(C)c2)c1C | -13% | -4%
COc1ccccc1C1=Nn2c(COc3ccccc3)nnc2SC1 | 6%&17% | 13%&3%
Cc1ccc(CNC(=O)c2cccn2-c2nnc(N3CCCCC3)s2)cc1 | -22% | 17%

An excerpt of these results, with each value named:
O=C(C[n+]1ccccc1Cl)c1ccc(F)cc1
- KB-V1 MDR tox = -3%
- KB-3-1 cytotox = 9%
Cc1ccc(C(=O)N2CCN(c3cccc(Cl)c3)CC2)cc1-n1c(C)nc2cccnc21
- KB-V1 MDR tox = -21%
- KB-3-1 cytotox = -18%

The list continues.
Structure | KB-V1 MDR tox | KB-3-1 cytotox
COCCCNC(=O)c1sc2nc3n(c(=O)c2c1C)CCC3 | 8% | 4%
O=C1Cc2cc(S(=O)(=O)N3CCN(c4ccc(C(F)(F)F)cc4)CC3)ccc2N1 | i | i
CCc1ccc(CNC(=O)c2cccc(-n3c(C)nc4cccnc43)c2)cc1 | ? | -2%
O=S1(=O)N=C(Oc2cccc(Br)c2)c2ccccc21 | 5% | 0%
CCCCCCCCCC[Si](C)(C)CCC(=O)N[C@@H](Cc1ccc(C)cc1)c1ccccc1 | -15% | -26%
CC(=O)c1ccc(NC(=O)c2cnn(-c3cccc(F)c3)c2-n2cccc2)cc1 | 0% | -2%
Cc1ccc(-n2cc(C(=O)Oc3cccc(C)c3)c3ccccc3c2=O)cc1 | -30% | 2%
CCOC(=O)C1CCN(S(=O)(=O)c2cc3c4c(c2)CC(=O)N4CCC3)CC1 | 17% | 7%
Cc1ccc(CNC(=O)CSCc2nc(-c3cccc(C)c3)oc2C)cc1 | -6% | ?
CCSc1nnc(NC(=O)C2CCN(C(=O)c3ccco3)CC2)s1 | 0% | 0%
C(=C\c1ccccn1)/c1ccccc1 | -3% | ?
Nc1nc(N)c(N)c(=O)[nH]1 | 8% | 13%
Cc1ccc2sc(N(Cc3cccnc3)C(=O)C3COc4ccccc4O3)nc2c1C (stereo unspecified) | -11% | -10%
Cc1cc(C)n2c(Nc3cccc(C(F)(F)F)c3)c(-c3ccsc3)nc2n1 | 10% | 4%
CC(C)NS(=O)(=O)c1cc(C(F)(F)F)ccc1/C=C/C(=O)O | 3% | 5%
CCOc1ccc2nc(N3CCCC(C(=O)NCCc4ccc(C)cc4)C3)sc2c1 (stereo unspecified) | 12% | 0%
CC(C)c1ccc(/C=C2\C=Cc3ccccc32)cc1 | 2% | 23%
O=C(NCc1ccccc1Cl)c1c2c(nc3ccccc13)C(=O)N(C1CCCCC1)C2 | -7% | -9%
O=C(Nc1ccccc1C(F)(F)F)N1CC=C(c2c[nH]c3ccccc23)CC1 | 15% | 4%
CCOC(=O)Cc1ccc(NC(=O)Nc2cccc(OCc3cc(=O)n4cc(C)ccc4n3)c2)cc1 | 16% | -5%
CC1CC(C)CN(c2oc(-c3ccc(OCc4ccc(Cl)cc4)cc3)nc2C#N)C1 (stereo unspecified) | 0% | 0%
COc1cccc(CNC(=O)c2c(C)nn(-c3cccc(C)c3)c2-n2cccc2)c1 | ? | ?
CCc1cccc(NC(=O)CN2Cc3ccccc3C2=O)c1 | -17% | 4%
CCOc1ccc(CNC(=O)c2ccc(NC(=O)N3CCSc4ncccc43)cc2)cc1 | -4% | -15%
CCOc1ccc(NC(=O)C2CCCN(c3nn4cc(-c5ccc(OC)cc5)nc4s3)C2)cc1 (stereo unspecified) | -18% | -10%
CCCCc1ccc(NC(=O)COC(=O)c2ccccc2OCC(=O)Nc2ccc(Br)cc2)cc1 | 19% | ?
O=C(CSc1n[nH]c(-c2ccccc2)n1)N1CCN(c2ccc(F)cc2)CC1 | -15% | 2%
Cc1ccc(Nc2nc(NCc3ccco3)nc3nccnc23)cc1Cl | -9% | ?
COc1ccc(NC(=O)c2ccc3c(c2)c(C)c(C)n3Cc2ccc(F)cc2)c(OC)c1 | 11% | 8%
CCCC[n+]1c(/C=C/c2ccc(N(C)C)cc2)sc2ccccc21 | -18% | 1.8µM*
CN(C)c1ccc(C(CNS(=O)(=O)c2ccccc2)N2CCc3ccccc32)cc1 (stereo unspecified) | 12% | -5%
O=C1CCC2=C1C(c1ccccc1Cl)N=C(Nc1nc3ccccc3o1)N2 (stereo unspecified) | 6% | -1%
O=C1CCc2cc(S(=O)(=O)Nc3cccc(Br)c3)ccc2N1 | -10% | -14%
COCc1nnc(NC(=O)C2CCN(C(=O)c3ccccc3)CC2)s1 | 8% | 16%
COc1cc(OC)c(NC(=O)Cn2nc(C)n3cccc3c2=O)cc1Cl | 5% | 2%
O=C(C[n+]1cccc2cc(Cl)ccc21)c1ccc2ccccc2c1 | 0% | ?
O=C(O)C1=C/C(=C/C=[N+]2c3cc(O)c(O[C@H]4OC(CO)[C@@H](O)[C@@H](O)[C@@H]4O)cc3C[C@@H]2C(=O)[O-])C[C@H](C(=O)O)N1 (stereo partly specified) | 17% | ?
CC[n+]1c2ccccc2cc2ccccc21 | 10% | ?
CCOC(=O)N1CCC(NC(=O)c2cnn(-c3ccccc3)c2C2CCN(C(=O)OC(C)(C)C)CC2)CC1 | 6% | -2%
COc1ccc(CCNC(=O)c2c3c(nc4ccccc24)C(=O)N(C2CCCCC2)C3)cc1OC | -2% | -1%
CCc1ccc(CNC(=O)Cn2nc(C)n3c(cc4cc(C)ccc43)c2=O)cc1 | 7% | -1%
O=C(Nc1cccc(Cl)c1)c1ccc(F)c(S(=O)(=O)N2CCC3(CC2)OCCO3)c1 | -7% | ?
CN(C)c1ccc(/C=C2\NC(=O)NC2=O)cc1 | ? | 11%
Cc1ccnc2c(Cl)cccc12 | 4% | 3%
CCOC(=O)Cn1c(=O)oc2cc(S(=O)(=O)Nc3ccccc3F)ccc21 | 0% | 2%
CC(=O)Nc1ccc(/C=C/c2sc3ccccc3[n+]2CCCCI)cc1 | 5% | 0%
CCc1ccc2[nH]c(=O)c(CN(Cc3ccco3)Cc3nnnn3Cc3ccco3)cc2c1 | -22% | ?
COc1ccc(-c2ccc(=O)n(CC(=O)Nc3ccc(OC)c(OC)c3)n2)cc1 | -25% | -13%
COc1ccc(S(=O)(=O)c2cn(C)c3cc(N4CCCCCC4)c(F)cc3c2=O)cc1 | -7% | -23%
Cn1nccc1C(=O)NCc1ccc2c(c1)CCN2C(=O)c1ccccc1 | 6% | 10%

(listing goes on)
Structure | KB-V1 MDR tox | KB-3-1 cytotox
N#Cc1nc(-c2ccc(OCc3ccccc3Cl)cc2)oc1N1CCC(C(N)=O)CC1 | ? | 17%
CC(C)Oc1ccc(-c2nc(-c3cccnc3)no2)cc1 | 10% | 51%
COc1ccccc1/C=C/c1cncc(/C=C/c2ccccc2OC)c1 | -70% | ?
CCSc1ncc(Cl)c(C(=O)Nc2sc3c(c2C(=O)NCCCOC)CCCC3)n1 | 10% | 12%
COc1ccc(CNC(=O)CN2C(=O)c3cccnc3Oc3ccc(C)cc32)cc1 | -18% | 2%
O=C(Nc1ccc2c(c1)OCO2)Nc1nnc(-c2ccncc2)s1 | -17% | -10%
CCC1(C)NC(c2ccc3c(c2)OCO3)=CC(c2ccccc2O)N1 (stereo unspecified) | 9% | ?
C=C(c1ccc2ccccc2n1)c1cccs1 | 12% | 12µM*
O=C(Nc1ccncc1)c1cnn2c1NC(=C1CC1)C=C2C(F)F | ? | 0%
NC(=O)c1cc(S(=O)(=O)N2CCN(c3cccc(C(F)(F)F)c3)CC2)cs1 | 6% | -12%
Cc1c(C(=O)NCc2cccc(Cl)c2)sc2nc3n(c(=O)c12)CCCC3 | -19% | 1%
c1ccc2c(CCc3c[nH]c4ccccc34)ccnc2c1 | 0% | ?
CC(NC(=O)Cc1ccc(NC(=O)N2CCSc3ncccc32)cc1)c1ccccc1 (stereo unspecified) | 0% | 2%
Cc1nc(-c2ccccc2)sc1-c1ccc(SCC(=O)NCc2ccc(F)cc2)nn1 | ? | 4%
Cc1ccccc1OC(C)C(=O)NCCNC(=O)C(C)Oc1ccccc1C (stereo unspecified) | 17% | 15%
c1ccc(-c2nc(SCC3CCCCO3)n[nH]2)cc1 (stereo unspecified) | 20% | ?
CCOC(=O)c1ccc(S(=O)(=O)N2CCN(c3nc(-c4ccccc4)nc4ccccc34)CC2)cc1 | ? | ?
CC(C)(C)OC(=O)N1CCC(c2c(C(=O)N3CCc4ccccc4C3)cnn2-c2ccc(Cl)cc2)CC1 | 10% | -2%
O=C(C[n+]1cccc(Br)c1)c1ccc2c(c1)CCCC2 | 0% | ?
O=C(C[N+]12CCCc3cccc(c31)CCC2)c1ccc2ccc3cccc4ccc1c2c34 | 5% | ?
O=S1(=O)CCOC[C@H](c2ccccc2)N1Cc1ccc(F)cc1 | -22% | -17%
Cc1ccccc1CN1[C@H]2CCCC[C@@H]2OCCS1(=O)=O | ? | 2%
CC(C)OCCCNC(=O)c1c2c(nc3ccccc13)C(=O)N(C1CCCCC1)C2 | -1% | 8%
CCCCNC(=O)c1ccc2c(c1)NC(=O)C(CS(=O)(=O)Cc1ccc(F)cc1Cl)N2 (stereo unspecified) | 25% | 2%
CCOc1cc2ccccc2cc1C(=O)OCC(=O)Nc1ccc(Br)cc1 | -7% | 0%
COc1cc(OC)cc(C(=O)Nc2nc(-c3nnn(-c4ccc(F)c(Cl)c4)c3C)ns2)c1 | -10% | -5%
Cc1ccc2ncnc(NCc3ccco3)c2c1 | 1% | ?
CCc1cc(/C=C/c2ccnc3ccccc23)ccc1N(C)C | ? | 6.5µM*
COc1ccc(OC)c(/C=C/c2ccc3ccccc3n2)c1 | 0% | 0%
COCCNC(=O)c1cccc(-n2c(C)nc3cccnc32)c1 | -1% | 2%
COc1ccc(C)cc1NC(=O)Cn1cc(S(=O)(=O)Cc2ccccc2Cl)c2ccccc21 | -7% | ?
CCOc1ccccc1C(=O)Nc1ccc2nc3c(c(Nc4ccc(OC)c(OC)c4)c2c1)CCCC3 | ? | ?
Oc1c(C(Nc2cccnc2)c2ccccc2F)ccc2cccnc12 (stereo unspecified) | 13% | -10%
COc1ccccc1NC(=O)C1CCN(S(=O)(=O)c2ccc3[nH]c4c(c3c2)CCCCC4)CC1 | 11% | 6%
CN(C)c1ccc(/C=C/c2sc3ccccc3[n+]2CCCCBr)cc1 | -5% | 1.3µM*
Cc1ccc(-c2noc(-c3cc(-c4ccc(F)cc4)n[nH]3)n2)cc1 | 5% | 3%
O=C1CCCC2=C1C1(CCCC1)N=C(Nc1nc3cc4ccccc4cc3o1)N2 | 2% | 7%
COc1ccc(NC(=O)Cn2c(-c3ccc(F)cc3)cc(C(C)=O)c2C)c(OC)c1 | 6% | 5%
Cc1cc(Nc2ccccc2Cl)n2nc(-c3ccco3)nc2n1 | -4% | 0%
COc1ccccc1C(=O)NCC(c1cccnc1)N1CCc2ccccc2C1 (stereo unspecified) | ? | -14%
